# BCLXL inh: inhibitors of human Bcl-xL | Q07817 | 0.7% of 320,000 active | GST-Bcl-xL / FITC-Bim BH3 peptide fluorescence polarization | inhibition, % at 10.9 µM;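 active means inhibition above the mean of all tested compounds plus 3 SD, cutoff set per campaign, cut at about 30% in these data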;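 further: 0% = DMSO wells and 100% = unlabeled Bim-BH3 peptide competitor; inhibitors lower millipolarization by displacing the labeled peptide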
# MCL1 BIM primary: disrupts human MCL1 binding to BIM-BH3 peptide. inhibition, % at 10.9 µM. Q07820. 0.68% of 320,000 active. AID 2057. GST-MCL1 / FITC-Bim-BH3 fluorescence polarization;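 active means inhibition above the mean inhibition of all tested compounds plus 3 SD, set per campaign, cut at about 40% in these data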;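 further: 0% = DMSO wells and 100% = unlabeled Bim-BH3 peptide control; higher means more loss of mP so more displacement of Bim peptide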
# Fam108B counter: Fam108B inhibition, counter-screen for RBBP9 inhibitors; recombinant Fam108B, FP-Rh probe fluorescence polarization; inhibition, % at 9.51 µM; 0.33% of 300,000 active;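 active means inhibition above the screen mean inhibition plus 3 SD, computed separately per campaign, cut at about 18% in these data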;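 further: inhibitors lower polarization as less probe binds the enzyme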
# VLA-4 inh: inhibition in a human VLA-4 binding assay; inhibition, % (about 7 µM as worked out from the volumes in the protocol); AID 2557; VLA-4 expressing cells, ligand binding flow cytometry; P13612; 0.2% of 330,000 active; in the data active means inhibition above about 50%
# Target sequence (P13612 whole entry, looked up): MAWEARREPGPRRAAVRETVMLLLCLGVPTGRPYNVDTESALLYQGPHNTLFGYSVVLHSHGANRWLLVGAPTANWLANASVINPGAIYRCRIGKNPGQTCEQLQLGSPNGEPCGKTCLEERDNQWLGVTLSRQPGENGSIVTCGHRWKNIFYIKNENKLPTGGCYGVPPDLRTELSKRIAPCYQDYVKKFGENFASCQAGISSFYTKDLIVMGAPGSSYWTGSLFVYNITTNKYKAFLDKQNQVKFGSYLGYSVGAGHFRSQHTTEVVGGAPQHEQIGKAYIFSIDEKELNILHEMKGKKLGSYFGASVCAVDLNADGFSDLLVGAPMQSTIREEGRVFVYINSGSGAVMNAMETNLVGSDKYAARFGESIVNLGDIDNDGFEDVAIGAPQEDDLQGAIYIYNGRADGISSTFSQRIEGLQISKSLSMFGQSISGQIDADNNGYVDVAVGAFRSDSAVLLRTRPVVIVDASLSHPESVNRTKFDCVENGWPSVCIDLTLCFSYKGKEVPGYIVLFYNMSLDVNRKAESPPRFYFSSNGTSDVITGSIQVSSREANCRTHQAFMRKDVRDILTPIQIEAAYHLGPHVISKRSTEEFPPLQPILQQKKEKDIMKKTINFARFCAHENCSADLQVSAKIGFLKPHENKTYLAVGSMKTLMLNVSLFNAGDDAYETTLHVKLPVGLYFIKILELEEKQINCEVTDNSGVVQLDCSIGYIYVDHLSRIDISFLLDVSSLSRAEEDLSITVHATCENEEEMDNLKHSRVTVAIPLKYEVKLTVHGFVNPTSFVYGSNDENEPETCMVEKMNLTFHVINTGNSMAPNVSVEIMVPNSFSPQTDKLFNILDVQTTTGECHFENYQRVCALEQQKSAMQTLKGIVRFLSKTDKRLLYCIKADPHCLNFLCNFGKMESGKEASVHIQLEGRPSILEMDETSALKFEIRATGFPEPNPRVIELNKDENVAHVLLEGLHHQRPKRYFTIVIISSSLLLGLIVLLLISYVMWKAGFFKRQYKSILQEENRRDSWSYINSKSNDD
# GRK2 inh: inhibitors of human GRK2 displacing RNA aptamer; 0.59% of 330,000 active; P25098; bead flow cytometry, FAM-aptamer displacement from GRK2; inhibition of aptamer binding, % at 10 µM; AID 488847;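 active means inhibition of aptamer binding above 40%, roughly 3 SD of noise, on plates passing a quality check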;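 further: median bead fluorescence of bound FAM aptamer so fluorescent compounds give negative values; no value below 0 was filed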
# CIT2 TOR yeast: alters CIT2-GFP fluorescence in TOR pathway yeast screen. S. cerevisiae CIT2-GFP strain, flow cytometry, 3 h; 100 means same as DMSO wells. GFP response vs DMSO, % at 10 µM. 0.065% of 320,000 active;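 active means GFP response relative to DMSO above a set limit, near the screen mean plus 3 SD, cut at about 150% in these data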;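 further: ratio of well median GFP fluorescence to mean of DMSO wells on the plate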
# AGP1 TOR yeast: modulators of TOR pathway AGP1-GFP in S. cerevisiae | AID 2066 | S. cerevisiae AGP1-GFP multiplex flow cytometry, 3 h; GFP as percent of DMSO wells | GFP response vs DMSO, % at 10 µM | 0.02% of 320,000 active;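 active means GFP response relative to DMSO above a set limit, near screen average plus 3 SD, cut at about 150% in these data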;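 further: median GFP channel fluorescence of the gated AGP1 strain per well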
# MEX-5 binding: C. elegans MEX-5 TCR-2 RNA binding activity; AID 1832; Q9XUB2; MEX-5/FITC-TCR2 RNA binding, fluorescence polarization; active compounds read low; 0.38% of 300,000 active; activity score (negative = inhibition of binding), % at 10 µM;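 active means inhibition past about -25% in most replicates, and total fluorescence under double the plate's negative control median, limit read from the data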;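 further: 0% = DMSO and -100% = 5 µM competing unlabeled TCR2 RNA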
# GLD-1 RNA inh: GLD-1-TGE RNA interaction inhibition (C. elegans); 0.44% of 320,000 active; inhibition, % at 5.96 µM; Q17339; purified GLD-1 + fluorescein TGE RNA, fluorescence polarization; AID 2280;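 active means percent inhibition above a per-plate cutoff, the plate mean of test compounds plus 3 SD, cut at about 30% in these data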;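 further: 0% = DMSO wells with GLD-1 and probe and 100% = wells lacking GLD-1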
# Numbers without * were called inactive; · = not tested or not shown.
1) CCOC(=O)C(C)(C)N(Cc1ccc(C)cc1)S(=O)(=O)c1ccc(Cl)c([N+](=O)[O-])c1
2) O=C(Nc1ccc(-c2nc3ccccc3c(=O)o2)cc1)c1ccco1
3) COc1ccc(S(=O)(=O)Cc2ccc(C(=O)N3CCN(c4ccccc4F)CC3)o2)cc1
4) CCOC(=O)N1CCN(C(=O)c2cccc(N3C(=O)NC4CC3(C)Oc3ccc(Cl)cc34)c2)CC1 (centres undefined)
5) O=S1(=O)NC(=NCc2ccco2)c2ccccc21
6) Cc1ccc(OC(C)C(=O)N2CC(=O)Nc3ccccc32)cc1 (centres undefined)
7) C/C(=N\O)C(C)(C)Nc1cccc(Br)c1
8) CCN(CC)C(=O)CSc1nnc(CNc2ccc(F)cc2)o1
9) COc1cc(/C=C(/C#N)c2ccc(C)cc2)ccc1Oc1ccc([N+](=O)[O-])cn1
10) COc1cnn(-c2ccc([N+](=O)[O-])cc2)c(=O)c1Cl

Screen / compound no.,1,2,3,4,5,6,7,8,9,10
BCLXL inh,3,6,6,3,3,0,6,2,0,9
MCL1 BIM primary,-3,4,1,-2,8,-4,8,-1,-3,12
Fam108B counter,-2,-8,0,1,-3,4,-3,-1,0,0
VLA-4 inh,5,14,-9,3,-7,-3,6,9,31,0
GRK2 inh,2,1,1,2,2,0,3,0,4,1
CIT2 TOR yeast,96,99,106,103,101,104,88,97,90,114
AGP1 TOR yeast,101,100,108,99,103,97,96,99,94,112
MEX-5 binding,1.0,-0.2,-0.3,·,0.6,2.3,1.8,0.6,-4.6,2.5
GLD-1 RNA inh,2,3,6,3,4,7,2,-1,0,6

11) CN(C)c1ccc(/C=C/c2nc3ccccc3c(=O)[nH]2)cc1
12) O=C(Cn1nnc2ccccc21)N/N=C/c1ccco1
13) COc1ccc(-c2nsc3c(N4CCN(C(=O)c5ccco5)CC4)ncnc23)cc1
14) O=C(CN(C(=O)c1csnn1)c1cccc(C(F)(F)F)c1)NCc1ccc(F)cc1
15) COc1ccc(-n2nc(C(=O)NCc3cc(OC)ccc3OC)c3c4ccccc4n(C)c3c2=O)cc1
16) CCc1nn(CCCC(=O)N2CCN(c3ccc(OC)cc3)CC2)c(=O)c2cc3occc3n12
17) COc1cc(C2NC(=O)N(C)C3=C2C(=O)CCC3)cc(OC)c1OC (centres undefined)
18) CC(C)(C)c1ccc(Oc2ncccc2NC(=O)c2cccs2)cc1
19) COc1ccccc1NC(=O)c1cc[n+](C)cc1
20) Cc1ccc(OCC(=O)Nc2ccc(Cl)cc2)c([N+](=O)[O-])n1

Screen / compound no.,11,12,13,14,15,16,17,18,19,20
BCLXL inh,-1,2,4,6,7,11,2,5,-13,-1
MCL1 BIM primary,-7,16,3,6,3,5,3,6,-22,1
Fam108B counter,-11,0,-1,-2,-1,-5,2,-2,-1,·
VLA-4 inh,-25,3,2,8,3,-6,0,10,4,6
GRK2 inh,0,0,7,4,77*,2,0,0,1,2
CIT2 TOR yeast,101,98,112,88,100,103,65,103,107,93
AGP1 TOR yeast,80,103,101,93,98,100,73,101,107,89
MEX-5 binding,-33*,0.8,0.3,0.7,-0.8,-0.7,1.3,1.8,1.5,·
GLD-1 RNA inh,-109,-3,-3,0,-1,-7,-6,5,2,0

21) COc1ccc(-n2nc(C(=O)NCC(=O)N3CCCC(C)C3)c3ccccc3c2=O)cc1Cl (centres undefined)
22) COc1ccc(CN2C(=O)c3cccnc3C2=O)cc1S(=O)(=O)N1CC(C)Oc2ccccc21 (centres undefined)
23) CC(C)(C)c1ccc(-c2csc(NC(=O)CN3C(=O)NC4(CCCCC4)C3=O)n2)cc1
24) NCCCCCNC(=O)/C=N\O
25) COCCn1cnnc1SCC(=O)Nc1sc2c(c1C#N)CCC2
26) Cc1ccc(OCC(=O)Nc2ccc3c(c2)OCCO3)cc1C
27) C(=N\N1CCN(C2c3ccccc3-c3ccccc32)CC1)/c1ccccn1
28) COc1cc(OC)cc(-n2nnnc2SCC(=O)NC2CCCC2)c1
29) Cc1cccc(C(=O)NCC(=O)N2CC=C(c3ccccc3)CC2)c1
30) COc1ccc(OC)c(Nc2nc(-c3sc(N)nc3C)cs2)c1

Screen / compound no.,21,22,23,24,25,26,27,28,29,30
BCLXL inh,3,-5,-2,0,2,5,6,4,2,14
MCL1 BIM primary,-7,-3,4,2,16,-6,4,7,2,5
Fam108B counter,-2,-3,-31,1,·,-3,3,5,·,21*
VLA-4 inh,18,56*,-5,10,-4,19,-6,12,12,4
GRK2 inh,5,0,1,4,1,0,2,3,3,2
CIT2 TOR yeast,96,97,100,100,95,94,92,104,97,94
AGP1 TOR yeast,99,106,109,105,99,96,94,104,104,95
MEX-5 binding,-0.4,0.0,0.6,1.6,·,2.5,1.1,1.1,·,1.3
GLD-1 RNA inh,3,-3,2,5,-5,-11,9,0,9,1

31) O=C(NCC1CCCO1)c1nn2cccnc2c1Cl (centres undefined)
32) Cc1cccc[n+]1CC(=O)c1ccc2c(c1)OCCO2
33) CC(=O)Oc1ccc(C(=O)Nc2nccs2)cc1
34) CS(=O)(=O)N(CC(=O)NC1CCCC1)C1CCCCC1
35) Cc1ccc(/C=N/NC(=O)c2ccc(C(=O)N/N=C/c3ccc(C)s3)o2)s1
36) CS(=O)(=O)N(CC(=O)N1CCCCC1)Cc1ccc(Cl)cc1
37) COc1cc(NC(=S)N2CCN(CCO)CC2)c(OC)cc1Cl
38) Cc1ccsc1C(=O)OCc1csc(-c2ccccc2)n1
39) O=C(NC1=NCCS1)c1ccc(Cl)c(S(=O)(=O)N2CCCC2)c1
40) c1ccc2nc3c(nc2c1)CCc1nonc1-3

Screen / compound no.,31,32,33,34,35,36,37,38,39,40
BCLXL inh,4,-2,1,3,3,1,-1,4,-2,5
MCL1 BIM primary,3,1,-2,0,-2,3,19,-10,-1,10
Fam108B counter,7,-3,1,-2,-19,4,-3,-4,-4,-1
VLA-4 inh,1,-1,-2,39,9,11,7,7,5,7
GRK2 inh,0,3,0,0,0,0,1,0,4,0
CIT2 TOR yeast,99,102,89,105,·,95,99,106,112,110
AGP1 TOR yeast,101,107,100,108,98,106,96,105,111,106
MEX-5 binding,-3.5,0.6,-2.8,3.5,0.4,2.1,-0.4,3.2,0.5,-0.6
GLD-1 RNA inh,-4,5,4,4,3,-3,7,0,6,4

# An excerpt from above in order of molecular weight, rising:
24) NCCCCCNC(=O)/C=N\O
40) c1ccc2nc3c(nc2c1)CCc1nonc1-3
19) COc1ccccc1NC(=O)c1cc[n+](C)cc1
10) COc1cnn(-c2ccc([N+](=O)[O-])cc2)c(=O)c1Cl
26) Cc1ccc(OCC(=O)Nc2ccc3c(c2)OCCO3)cc1C
18) CC(C)(C)c1ccc(Oc2ncccc2NC(=O)c2cccs2)cc1
27) C(=N\N1CCN(C2c3ccccc3-c3ccccc32)CC1)/c1ccccn1
37) COc1cc(NC(=S)N2CCN(CCO)CC2)c(OC)cc1Cl
9) COc1cc(/C=C(/C#N)c2ccc(C)cc2)ccc1Oc1ccc([N+](=O)[O-])cn1
3) COc1ccc(S(=O)(=O)Cc2ccc(C(=O)N3CCN(c4ccccc4F)CC3)o2)cc1
4) CCOC(=O)N1CCN(C(=O)c2cccc(N3C(=O)NC4CC3(C)Oc3ccc(Cl)cc34)c2)CC1 (centres undefined)

Screen / compound no.,24,40,19,10,26,18,27,37,9,3,4
BCLXL inh,0,5,-13,9,5,5,6,-1,0,6,3
MCL1 BIM primary,2,10,-22,12,-6,6,4,19,-3,1,-2
Fam108B counter,1,-1,-1,0,-3,-2,3,-3,0,0,1
VLA-4 inh,10,7,4,0,19,10,-6,7,31,-9,3
GRK2 inh,4,0,1,1,0,0,2,1,4,1,2
CIT2 TOR yeast,100,110,107,114,94,103,92,99,90,106,103
AGP1 TOR yeast,105,106,107,112,96,101,94,96,94,108,99
MEX-5 binding,1.6,-0.6,1.5,2.5,2.5,1.8,1.1,-0.4,-4.6,-0.3,·
GLD-1 RNA inh,5,4,2,6,-11,5,9,7,0,6,3

# The listing continues:
41) CC(C)c1nc(SCC(=O)Nc2cccc(S(N)(=O)=O)c2)n[nH]1
42) CCN(Cc1ccccc1)C(=O)c1cc2cc(OC)c(OC)cc2[nH]1
43) CCCOc1ccc(Cc2nn[nH]n2)cc1
44) O=C(NCc1ccccc1)C1CCCN(S(=O)(=O)c2cccc3nonc23)C1 (centres undefined)
45) CCOC(=O)c1ccc(-c2c(-c3ccc4c(c3)OCO4)noc2-c2ccsc2)cc1F
46) O=C(NCCCN1CCOCC1)c1onc(CSc2nc3ccccc3[nH]2)c1C(=O)NCCCN1CCOCC1
47) Cc1ccc(-c2cc(C(=O)Nc3ccc(S(=O)(=O)Nc4cc(C)on4)cc3)c3ccccc3n2)c(C)c1
48) CC1Cn2c(nc3sc4c(c3c2=O)CC(C)(C)OC4)N1CCO (centres undefined)
49) COc1cc(O)oc1C=Nc1ccc(Oc2ccccc2)cc1
50) Cc1c(OC(C)C(=O)N[C@@H](Cc2ccccc2)C(=O)O)ccc2c3c(c(=O)oc12)CCCC3 (some centres undefined)

Screen / compound no.,41,42,43,44,45,46,47,48,49,50
BCLXL inh,4,3,11,4,3,-4,3,·,-13,7
MCL1 BIM primary,9,0,7,3,5,-4,1,·,-22,3
Fam108B counter,0,0,2,0,-2,-6,5,·,-10,-1
VLA-4 inh,-7,3,-1,-8,33,10,7,2,3,14
GRK2 inh,0,1,3,0,0,0,3,1,0,0
CIT2 TOR yeast,94,114,94,103,65,81,88,103,98,87
AGP1 TOR yeast,88,117,100,100,77,83,93,107,101,96
MEX-5 binding,-1.6,-3.7,1.0,·,0.9,-2.3,-2.2,-0.9,-4.6,1.1
GLD-1 RNA inh,5,3,5,4,0,3,0,·,-16,7

51) O=C(O)c1cccc(NC(CNS(=O)(=O)c2ccc(Cl)cc2)c2ccccc2)c1 (centres undefined)
52) Cc1ccccc1N1CCN(C2CCCN(C(=O)c3ccsc3)C2)CC1 (centres undefined)
53) Cc1ccc(/C=C2/CCc3c([nH]c4ccccc34)C2=O)cc1
54) O=C(NCc1ccccc1)c1cc(S(=O)(=O)N2CCCCC2)ccc1N1CCOCC1
55) Cc1nc2ccccc2c(=O)n1CCN1CCOCC1
56) BrC(/C=N/Nc1nc(N2CCOCC2)nc(N2CCOCC2)n1)=C/c1ccccc1

Screen / compound no.,51,52,53,54,55,56
BCLXL inh,2,·,4,3,1,7
MCL1 BIM primary,10,·,0,-4,-2,2
Fam108B counter,5,·,-4,9,1,-1
VLA-4 inh,-8,-12,9,11,-5,14
GRK2 inh,0,5,2,0,1,1
CIT2 TOR yeast,107,107,108,110,99,98
AGP1 TOR yeast,99,93,105,96,104,97
MEX-5 binding,-1.2,0.2,-0.3,-0.3,2.1,4.1
GLD-1 RNA inh,5,·,1,1,-3,3

# Three entries from above, sorted by SMILES length, smallest number first.
55) Cc1nc2ccccc2c(=O)n1CCN1CCOCC1
53) Cc1ccc(/C=C2/CCc3c([nH]c4ccccc34)C2=O)cc1
56) BrC(/C=N/Nc1nc(N2CCOCC2)nc(N2CCOCC2)n1)=C/c1ccccc1

Screen / compound no.,55,53,56
BCLXL inh,1,4,7
MCL1 BIM primary,-2,0,2
Fam108B counter,1,-4,-1
VLA-4 inh,-5,9,14
GRK2 inh,1,2,1
CIT2 TOR yeast,99,108,98
AGP1 TOR yeast,104,105,97
MEX-5 binding,2.1,-0.3,4.1
GLD-1 RNA inh,-3,1,3

# Screening data: PubChem BioAssay, several laboratories
